Compound activity as filed in PubChem BioAssay.
FXN GAA850 act: FXN promoter activators, primary screen, cell-based, luciferase luminescence, HEK293 lucGAA850. activation, % at 6 µM. HEK293 lucGAA850 FXN promoter luciferase reporter, 24 h; percent of 10 µM SAHA response. 360,000 compounds, 0.56% hits;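 active = activation above the average of all compounds screened plus 3 SD, cutoff fixed separately per campaign, cut at about 7.5% in these data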;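 note: 0% = DMSO wells and 100% = 10 µM SAHA wells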
PG9 Ab binder: binders of HIV-1 gp120 antibody PG9, primary screen, biochemical, TR-FRET | HIV-1 gp120 / PG9 antibody interaction | TR-FRET gp120-PG9 antibody binding | inhibition, % at 6.7 µM | 360,000 compounds, 0.43% hits | AID 624416, 2012; in the data active = inhibition above about 8.5%
hcDAF-12 act: H. contortus DAF-12 nuclear receptor activators, primary screen, cell-based, luminescence, HEK293, lit1-tk-luc reporter; HEK293 hcDAF-12 lit1-tk-luc reporter; 0% DMSO, 100% Δ7-dafachronic acid; activation, % at 6.8 µM; 370,000 compounds, 1.4% hits; AID 652067, 2013;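 active = activation above the mean of all tested compounds plus 3 SD, cut at about 5.5% in these data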;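 note: 100% = response to 3 µM Δ7-dafachronic acid high control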
HGIII-sPLA2 inh: human group III sPLA2 inhibitors, primary screen, biochemical, QFRET, BODIPY PC-A2 liposome substrate. Group 3 secretory phospholipase A2 (Homo sapiens), Q9NZ20. QFRET BODIPY PC-A2 liposome hydrolysis, fluorescence. inhibition, % at 12.2 µM. 370,000 compounds, 0.56% hits;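 active = inhibition above mean plus 3 SD of compounds lying within the high and low control bounds, cut at about 19% in these data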;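 note: 0% = median of test compound wells and 100% = no enzyme DMSO wells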
Target sequence (Q9NZ20 whole entry, looked up): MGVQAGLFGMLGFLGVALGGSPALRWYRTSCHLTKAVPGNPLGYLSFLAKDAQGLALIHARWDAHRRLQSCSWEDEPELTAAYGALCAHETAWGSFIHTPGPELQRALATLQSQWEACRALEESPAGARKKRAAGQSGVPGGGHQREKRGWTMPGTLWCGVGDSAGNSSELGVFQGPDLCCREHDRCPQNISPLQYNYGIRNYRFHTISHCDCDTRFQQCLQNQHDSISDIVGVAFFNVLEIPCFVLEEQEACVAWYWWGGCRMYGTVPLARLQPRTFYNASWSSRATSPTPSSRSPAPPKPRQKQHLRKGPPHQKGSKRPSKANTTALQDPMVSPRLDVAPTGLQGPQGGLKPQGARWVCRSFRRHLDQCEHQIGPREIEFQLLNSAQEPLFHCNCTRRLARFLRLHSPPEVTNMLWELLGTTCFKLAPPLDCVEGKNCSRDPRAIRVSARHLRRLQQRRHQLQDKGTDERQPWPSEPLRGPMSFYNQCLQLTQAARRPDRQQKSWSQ
DAX1 inh-1: DAX1 (NR0B1) inhibitors on StAR promoter, primary screen, cell-based, luminescence, SF-1 (NR5A1), full-length DAX-1 | HEK293T StAR-luciferase reporter, SF-1/DAX-1 repression relief | inhibition, % at 6.8 µM | 370,000 compounds, 1.1% hits | AID 652010, 2013;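 active = inhibition above the mean over all tested compounds plus 3 SD, cut at about 3.6% in these data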;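 note: 0% = DAX-1 cells with DMSO and 100% = cells lacking DAX-1 with DMSO; higher inhibition means more luminescence from relief of DAX-1 repression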
Rev-erbA mod: modulators of Rev-erb alpha DNA binding, primary screen, biochemical, FITC-DNA, fluorescence polarization, uHTS | activity, % at 10 µM | Nuclear receptor subfamily 1 group D member 1 (Homo sapiens), P20393 | Rev-erbα–FITC-DNA binding, 90 min | 370,000 compounds, 0.79% hits | AID 1259318, 2017;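 active = activity above about 14%, limit read from the data; passing the limit was not always enough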;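 note: 0% = DMSO wells with 35 nM protein and 100% = DMSO wells with 750 nM protein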
Target sequence (P20393 whole entry, looked up): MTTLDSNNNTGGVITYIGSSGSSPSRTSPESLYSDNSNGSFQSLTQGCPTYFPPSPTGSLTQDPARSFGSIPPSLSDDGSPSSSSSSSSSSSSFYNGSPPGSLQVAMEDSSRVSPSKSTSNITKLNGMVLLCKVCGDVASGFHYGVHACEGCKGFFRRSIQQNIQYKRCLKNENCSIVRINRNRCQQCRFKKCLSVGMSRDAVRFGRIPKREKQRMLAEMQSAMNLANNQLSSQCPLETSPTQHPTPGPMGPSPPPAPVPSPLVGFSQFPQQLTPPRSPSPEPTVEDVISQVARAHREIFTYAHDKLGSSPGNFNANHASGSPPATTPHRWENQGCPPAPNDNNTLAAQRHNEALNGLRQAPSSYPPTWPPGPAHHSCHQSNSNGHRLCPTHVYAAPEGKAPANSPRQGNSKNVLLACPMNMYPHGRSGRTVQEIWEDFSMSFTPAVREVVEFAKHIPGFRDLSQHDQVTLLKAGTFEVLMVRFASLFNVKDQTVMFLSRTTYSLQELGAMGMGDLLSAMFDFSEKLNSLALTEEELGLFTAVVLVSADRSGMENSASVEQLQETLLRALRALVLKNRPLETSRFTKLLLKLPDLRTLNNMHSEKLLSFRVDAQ
PLCb3 inh: human PLC-beta3 inhibitors, primary screen, biochemical, fluorescence. Purified PLC-beta3, fluorogenic substrate. inhibition, % at 12.2 µM. 370,000 compounds, 0.18% hits; in the data active = inhibition above about 11%;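 note: 0% = median of compound wells on plate and 100% = full blocker control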
ssDAF12 agonist: S. stercoralis DAF-12 nuclear receptor activators, primary screen, cell-based, luminescence, HEK293, GRIP1 co-expression, lit1-tk-luc; HEK293 ssDAF-12/GRIP1 lit1-tk-luc reporter; % of 3 µM dafachronic acid response; activation, % at 6.8 µM; Nuclear hormone receptor DAF-12 (Strongyloides stercoralis); 370,000 compounds, 1% hits; AID 652126, 2013;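 active = activation above the mean over all tested compounds plus 3 SD, cut at about 0.9% in these data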;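 note: 0% = DMSO-only wells and 100% = 3 µM delta7-dafachronic acid wells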
SMARCA2 activ: SMARCA2 (BRM) function activators, primary screen, cell-based, luminescence, high throughput | MG213 cells, MMTV-luciferase reporter, dexamethasone, overnight | activation, % at 9.1 µM | 370,000 compounds, 1% hits | AID 652017, 2013; in the data active = activation above about 7.8%;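 note: 0% = vehicle wells and 100% = reference activator wells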
DAX1 inh-2: DAX1 (NR0B1) inhibitors, primary screen, cell-based, HEK293, Gal4-DAX1, luciferase luminescence. inhibition, % at 6.75 µM. 340,000 compounds, 0.99% hits. AID 504766, 2011. HEK293 Gal4-DAX1 luciferase reporter;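 active = inhibition above the mean over all tested compounds plus 3 SD, cut at about 4.2% in these data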;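 note: 0% = DAX1-transfected cells with DMSO and 100% = empty-vector control cells with DMSO; inhibition shows as a rise in luminescence from relieved DAX1 repression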
hgDAF-12 ag: H. glycines DAF-12 receptor agonists, primary screen, cell-based, luminescence, HEK293, GAL4 fusion, UAS-luciferase; AID 687014, 2013; activation, % at 6.8 µM; 370,000 compounds, 1.8% hits; HEK293 GAL4-hgDAF12 UAS-luciferase reporter, agonist luminescence; normalized to butyrate control;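 active = activation above a cutoff set at the mean of all screened compounds plus 3 SD, cut at about 10% in these data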;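 note: 0% = DMSO wells and 100% = sodium butyrate wells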
* = called active by the depositor; nt = not tested or not shown; & = joins results of further samples.

SMILES	FXN GAA850 act	PG9 Ab binder	hcDAF-12 act	HGIII-sPLA2 inh	DAX1 inh-1	Rev-erbA mod	PLCb3 inh	ssDAF12 agonist	SMARCA2 activ	DAX1 inh-2	hgDAF-12 ag
O=C(CSc1nnc(NC2CCCCC2)s1)NCc1ccco1	-0.1	1.1	-0.5	9	0.3	-1	-2	-2.3	-5	-0.8	0.8
CCOC(=O)Cc1nc(-c2ccc(Cl)cc2)n[nH]1	0.6	1.4	-0.4	-9	0.2	-2	2	-1.3	2	-0.7	0.9
CN1CCN(/N=C/c2ccc(-c3ccc([N+](=O)[O-])cc3)o2)CC1	3.1	-4.5	-0.5	6	1.1	2	-78	-0.5	2	4.6*	11*
CCn1cc(CN2CCCC(CO)(Cc3ccc(F)cc3)C2)c2ccccc21 (centres undefined)	-1.7	0.7	4.8	-5	-0.5	-2	-8	-0.3	-2	-1.2	2.7
COc1ccc2nc(SCC(=O)Nc3ccc4sc(C)nc4c3)c(C#N)cc2c1	1.0	6.0	-1.0	2	1.0	92*	-6	-1.0	0	-1.0	-0.2
CCCCn1c(=O)[nH]c(=O)c2c1nc(-c1ccc(-c3ccccc3Br)o1)n2CCOC	1.0	2.4	-1.6	-10	-0.1	5	-7	-1.2	1	0.6	-2.5
Cc1onc(-c2ccccc2)c1C(=O)N/N=C/c1ccc([N+](=O)[O-])s1	-0.5	-0.2	-2.9	11	-2.5	1	-11	-1.8	-5	-2.9	-2.5
COCC(C)NC(=O)c1ccc(-n2nc(C(F)(F)F)cc2-c2cccs2)cc1 (centres undefined)	3.3	-1.2	-1.7	-3	-0.8	3	-37	-1.6	-3	-1.5	-2.8
CCN1C(=O)[C@H]2[C@@H](c3ccc(C)cc3)N[C@]3(CCCN(Cc4ccco4)C3=O)[C@H]2C1=O	-0.8	-1.1	1.2	8	1.3	-2	-3	-1.0	-1	-0.2	3.4
COc1ccccc1C(=O)Nc1ccccn1	-0.1	-0.3	3.9	5	0.8	5	-2	-0.6	1	0.7	14*

Three compounds already listed, ordered by heavy-atom count, smallest number first:
SMILES	FXN GAA850 act	PG9 Ab binder	hcDAF-12 act	HGIII-sPLA2 inh	DAX1 inh-1	Rev-erbA mod	PLCb3 inh	ssDAF12 agonist	SMARCA2 activ	DAX1 inh-2	hgDAF-12 ag
COc1ccccc1C(=O)Nc1ccccn1	-0.1	-0.3	3.9	5	0.8	5	-2	-0.6	1	0.7	14*
CCn1cc(CN2CCCC(CO)(Cc3ccc(F)cc3)C2)c2ccccc21 (centres undefined)	-1.7	0.7	4.8	-5	-0.5	-2	-8	-0.3	-2	-1.2	2.7
CCCCn1c(=O)[nH]c(=O)c2c1nc(-c1ccc(-c3ccccc3Br)o1)n2CCOC	1.0	2.4	-1.6	-10	-0.1	5	-7	-1.2	1	0.6	-2.5

New compounds follow:
SMILES	FXN GAA850 act	PG9 Ab binder	hcDAF-12 act	HGIII-sPLA2 inh	DAX1 inh-1	Rev-erbA mod	PLCb3 inh	ssDAF12 agonist	SMARCA2 activ	DAX1 inh-2	hgDAF-12 ag
O=[N+]([O-])c1cccc(-c2nc(NCc3ccccc3)c3ccccc3n2)c1	-1.3	-1.8	3.5	-2	0.1	-1	1	-0.7	-3	0.9	3.0
COc1ccc(NC(=S)Nc2ccc(OC)cc2OC)c(OC)c1	0.5	-3.1	0.9	6	0.1	-5	1	-1.3	0	1.8	3.5
O=C(O)c1ccc(/C=N/Nc2nc(N3CCCCC3)nc(N3CCCCC3)n2)cc1	1.9	-1.2	-1.8	10	0.7	-10	-8	-1.6	-5	-0.1	-2.1
CSc1ncccc1C(=O)OCc1ccccc1Cl	4.7	-0.4	1.0	-5	0.8	9	2	-1.2	0	3.5	1.5
COCCN(Cc1ccc(C)cc1)C(=O)[C@@H](Cc1ccccc1)NC(=O)[C@H]1O[C@@H](n2ccc(=O)[nH]c2=O)[C@H](O)[C@@H]1O	nt	0.8	-1.2	0	-0.4	3	3	-1.4	7	nt	0.0
CCOCC(=O)Nc1cccc(C(=O)OCC)c1	-1.5	-1.8	-0.2	6	-0.8	1	-2	-0.9	0	1.4	0.6
Cc1ccc(C(=O)Nc2cccc(S(=O)(=O)N(C)c3ccccc3)c2)o1	0.3	-1.5	-1.3	-5	-0.3	0	2	-1.1	1	0.0	-1.7
O=C(Nc1ccc(F)cc1)OCc1cn(Cc2cccc(C(F)(F)F)c2)nn1	nt	nt	-0.6	-9	0.4	2	1	-0.7	1	nt	3.1
COc1ccc2nc3cccc(OC)c3nc2c1	3.5	-15	0.7	1	0.8	-24	-214	-0.3	3	1.9	5.5
Cc1ccc(S(=O)(=O)Nc2c(C)n(C)n(-c3ccccc3)c2=O)cc1C(=O)NCc1ccccn1	2.1	0.3	2.8	-6	0.4	-3	-1	-0.3	0	0.3	-0.7
COc1ccc(N2C(=O)C(Cl)=C(N3CCCC3)C2=O)cc1	0.6	-1.3	-0.9	6	-0.6	0	2	-1.6	-1	-0.1	0.3
COc1ccccc1N1CCN(CC(=O)NC(=O)NCc2ccccc2)CC1	-0.4	-1.4	-3.1	1	-0.6	4	4	-0.6	2	0.9	3.7
Cn1ncc(Br)c1C(=O)N1CCOCC1	-0.9	0.9	1.4	20*	-0.4	2	0	-1.2	-3	-0.1	0.0
CCC1(Cc2ccccc2)NC(=O)c2ccccc2O1 (centres undefined)	4.7	-1.1	-0.8	-5	-0.3	4	2	-0.9	2	nt	-0.2
COc1cc(S(=O)(=O)N(C)C2CCCCC2)c(C)cc1C	0.3	0.7	-1.9	4	-1.0	6	-7	-2.1	-4	1.2	-1.4
O=C1CC(c2cccnc2)c2cc3c(cc2N1)OCO3 (centres undefined)	-1.4	2.2	-1.7	5	0.0	-6	-14	-0.9	-3	1.1	-0.8
Cc1ccc(N(C(=O)CNC(=O)c2ccco2)C(C(=O)NC2CCCC2)c2ccncc2)cc1F (centres undefined)	2.1	-1.8	0.1	2	-0.2	-7	0	-0.8	3	0.5	1.0
Cc1ccccc1NC(=O)c1cnc2ccccn2c1=O	0.1	-0.2	4.2	-1	4.2*	-3	-3	0.3	7	-0.8	16*
O=C(CCN1CCOCC1)Nc1ccc2c(c1)CCC2	-0.2	-2.6	-0.9	-6	-0.2	2	1	-0.8	-1	1.7	3.4
CSc1ccc(S(=O)(=O)NCC(=O)OC(C)C(=O)NCc2ccccc2)cc1[N+](=O)[O-] (centres undefined)	0.2	-0.7	-0.5	-1	0.0	0	-1	-0.7	1	-0.1	1.1
COc1cccc(-c2nn(-c3ccccc3)cc2CN(C)C(C)c2ccon2)c1 (centres undefined)	0.2	-0.8	-0.1	-10	-1.0	-6	-4	-2.3	-2	0.3	-1.7
NNC(=O)CCc1nc2ccccc2[nH]1	nt	-1.0	0.5	-2	-0.4	-2	-3	-1.3	-1	nt	-0.5
COc1ccc(NC(=S)c2ccc(N(C)C)cc2)cc1	4.3	-1.3	4.2	20*	3.8*	-1	-8	0.1	5	1.9	8.5
Cc1c(N=Cc2ccc(O)c(Br)c2)cccc1[N+](=O)[O-]	0.2	-1.7	6.1*	2	-0.1	-3	4	1.1*	-1	0.2	1.9
Cc1c(NC(=O)CN2C(=O)c3ccccc3C2=O)c(=O)n(-c2ccccc2)n1C	-0.1	0.8	-1.2	9	-0.3	12	-1	-0.8	0	2.3	-2.6
CS(=O)(=O)N1CCCC(C(=O)Nc2ccc(Br)cc2F)C1 (centres undefined)	0.7	0.3	-0.1	13	0.3	1	8	0.3	-7	-0.8	-1.0
O=C(Nc1ccc2c(c1)OCCO2)c1ccc2ccccc2n1	4.5	-0.6	21*	-8	10.0*	-1	-12	2.7*	7	3.1	20*
O=C1S/C(=C\c2ccc(O)c([N+](=O)[O-])c2)C(=O)N1Cc1cccc([N+](=O)[O-])c1	2.6	-2.9	2.8	-11	-0.1	5	2	-0.9	-2	nt	6.8
CS(=O)(=O)c1ccc(C2=C(c3ccccc3)C(=O)OC2)cc1	-0.7	-1.8	0.8	-22	-0.2	0&-6	3	-1.3	-2	-0.7	-0.7
COC(=O)c1ccc(CSC2=NCCS2)cc1	5.0	2.2	1.9	9	2.2	3	-6	-0.6	0	1.2	6.7

hcDAF-12 act, hit marks shown above
Molecule | FXN GAA850 act | PG9 Ab binder | hcDAF-12 act | HGIII-sPLA2 inh | DAX1 inh-1 | Rev-erbA mod | PLCb3 inh | ssDAF12 agonist | SMARCA2 activ | DAX1 inh-2
Cc1c(N=Cc2ccc(O)c(Br)c2)cccc1[N+](=O)[O-] | 0.2 | -1.7 | 6.1* | 2 | -0.1 | -3 | 4 | 1.1* | -1 | 0.2
O=C(Nc1ccc2c(c1)OCCO2)c1ccc2ccccc2n1 | 4.5 | -0.6 | 21* | -8 | 10.0* | -1 | -12 | 2.7* | 7 | 3.1

New compounds follow
SMILES	FXN GAA850 act	PG9 Ab binder	hcDAF-12 act	HGIII-sPLA2 inh	DAX1 inh-1	Rev-erbA mod	PLCb3 inh	ssDAF12 agonist	SMARCA2 activ	DAX1 inh-2	hgDAF-12 ag
Cc1ccc(S(=O)(=O)N(C)CCCC(=O)N2CCCCC2)cc1	-0.4	0.0	-0.7	14	-0.3	1	-9	-2.0	-1	-0.3	-2.3
Cc1ccc(S(=O)(=O)Nc2cc(C(C)C)c(O)cc2C)cc1	-0.8	-2.0	-2.4	-31	-0.1	-2	0	-1.5	2	-0.6	-2.2
COC(=O)C(NC(=O)COc1ccccc1)(Nc1nc2c(s1)CCCC2)C(F)(F)F (centres undefined)	2.1	-1.1	-0.7	3	-0.8	0	2	-0.9	6	-0.8	-2.3
Cc1cccc(C)c1NC(=O)N1CCC(n2cnc3ccccc32)CC1	0.1	-1.1	-1.0	3	-0.3	5	2	-1.2	-2	1.8	-3.3
Cc1nn(-c2ccc(C(=O)O)cc2)c(N)c1-c1ccccc1	5.2	-4.3	2.6	3	3.4	3	5	0.2	6	0.5	7.0
c1ccc(-c2cn3c(n2)SCC3)cc1	1.4	-1.8	0.7	2	0.4	0	1	-1.4	7.8*	2.0	4.0
COc1ccc(OC)c(-n2c(=S)[nH]c3c(sc(=S)n3-c3ccccc3C)c2=O)c1	0.7	-2.7	-0.6	10	0.9	1	-6	-2.2	-1	-0.2	-4.5
COc1ccccc1CCC(=O)OCC(=O)Nc1c(C)nn(-c2ccccc2)c1C	0.3	0.6	0.3	3	-0.7	1	-11	-1.0	-2	1.5	0.7
O=C(c1cc2cc(Br)cc(Br)c2oc1=O)N1CCOCC1	-1.6	-0.5	-0.3	2	0.3	-5	-63	-0.9	-1	-0.2	0.5
